# DLD1 CTGF mRNA: reduction of CTGF mRNA in DLD1 cells – DLD1 colon cancer cells, RT-qPCR, single point, primary screen (AID 743449); inhibition, % at 12.5 µM; DLD1 CTGF mRNA qPCR, 24 h; stronger effect = higher value; actives 0.9% (n = 9,900);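 active = mean normalized replicate activity at least 50 and at least half of replicates each reaching 50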;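 note: 0% = neutral control wells and 100% = dasatinib control wells; higher means stronger suppression of CTGF expression like dasatinib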
# Pax4 mRNA alpha TC1: Pax4 mRNA upregulation in alpha cells – RT-PCR, mouse alpha TC1 cells, single point, primary screen (AID 1053180); mouse alpha TC1 cells, Pax4 mRNA qPCR, 6 days; stronger effect = higher value; 100% = Pax4 plasmid added at qPCR; activation, % at 10 µM; actives 0.2% (n = 9,600);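 active = highest normalized replicate activity of 15 or more, or at least half the replicates reach 15 or more; inactive = neither condition met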;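 note: pax4 Ct normalized to GAPDH with activation seen as lower delta delta Ct; plate controls were plate neutral control wells for no effect and Pax4 plasmid positive control for full effect; each compound tested in two replicate wells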
# Numbers without * were called inactive. Some of the compounds tested; the hit share may differ from the screen's.
1) CN1[C@@H](CO)[C@@H]2c3ccccc3NC[C@@H]21
2) OC[C@H]1[C@@H]2c3ccccc3NC[C@@H]2N1Cc1cccnc1
3) O=C1CNC[C@@H]2[C@H](c3ccc(Br)cc3)[C@H](CO)N12
4) O=C(Cc1ccncc1)N1CCCCN2[C@H](C1)[C@@H](c1ccc(C#Cc3ccccc3F)cc1)[C@@H]2CO
5) COC(=O)[C@@H]1[C@@H](CO)[C@@H]2Cn3c(cccc3=O)[C@H]1N2CCc1ccccc1

entry no. | 1 | 2 | 3 | 4 | 5
DLD1 CTGF mRNA | -8.1 | -8.4 | 9.3 | 12.4 | 3.5
Pax4 mRNA alpha TC1 | 0.0 | 0.0 | 0.0 | 0.0 | 0.0

# Profiles as entered above:
# CN1[C@@H](CO)[C@@H]2c3ccccc3NC[C@@H]21 as listed: DLD1 CTGF mRNA = -8.1; Pax4 mRNA alpha TC1 = 0.0
# OC[C@H]1[C@@H]2c3ccccc3NC[C@@H]2N1Cc1cccnc1 as listed: DLD1 CTGF mRNA = -8.4; Pax4 mRNA alpha TC1 = 0.0
# COC(=O)[C@@H]1[C@@H](CO)[C@@H]2Cn3c(cccc3=O)[C@H]1N2CCc1ccccc1 as listed: DLD1 CTGF mRNA = 3.5; Pax4 mRNA alpha TC1 = 0.0

# More results follow.
6) C[C@@H]1CN([C@H](C)CO)C(=O)CCCn2nncc2CO[C@@H]1CN(C)C(=O)Oc1cccc2ccccc12
7) C/C=C/c1ccc([C@@H]2[C@@H](CO)N3CCCCN(C(=O)Cc4cccnc4)C[C@H]23)cc1
8) CCC(=O)N1[C@@H]2Cn3c(ccc(C4=CCCC4)c3=O)[C@H]1[C@@H](C(=O)OC)[C@@H]2CO
9) C[C@@H]1CN([C@H](C)CO)C(=O)CCCn2nncc2CO[C@H]1CN(C)C(=O)Oc1cccc2ccccc12
10) O=C([C@H]1N[C@H]2c3cccc(=O)n3C[C@H]2[C@@H]1CO)N1CCCCC1
11) O=C(O)[C@H]1[C@H](CO)[C@H]2Cn3c(ccc(-c4cccnc4)c3=O)[C@@H]1N2C(=O)Nc1cc(F)ccc1F
12) O=C(Cc1ccncc1)N1CCCCN2[C@@H](CO)[C@@H](c3ccc(C#Cc4ccccc4F)cc3)[C@@H]2C1

entry no. | 6 | 7 | 8 | 9 | 10 | 11 | 12
DLD1 CTGF mRNA | 27.2 | -20.2 | -11.2 | -81.4 | -21.1 | 14.6 | 27.9
Pax4 mRNA alpha TC1 | 0.0 | 0.0 | 0.0 | 0.0 | 0.0 | 0.0 | 0.0

# High-throughput results from PubChem BioAssay.
